# APEX1 inh: blocks human APE1 abasic DNA cleavage; P27695; recombinant APE1, TAMRA/BHQ-2 abasic DNA cleavage fluorescence; Potency, µM (series often up to 65.8 µM), for inactives: at the highest dose activity change, negative = inhibition, usual class: inhibitors; actives 0.35% (n = 350,000); AID 2517;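 note: potency is the fitted concentration of half-maximal effect; plate controls were vehicle for no effect and reference inhibitor for full effect; nearly all actives have a fitted effect of over 55% in size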
#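 Measures dequenching upon AP-site incision of a 5'-TAMRA/3'-BHQ-2 THF-containing duplex, 50 nM; human APE1 0.75 nM after 15 min room-temperature exposure to compound; kinetic three-point read at one-minute spacing.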
# Pol kappa inh: DNA polymerase kappa (human) inhibition; Potency, µM (series often up to 107 µM), without a hit: top-dose activity, negative = inhibition, most hits filed as inhibitors; purified Pol kappa, fluorescent DNA synthesis assay, 10 min; Q9UBT6; AID 588579; actives 0.53% (n = 400,000); note: potency is the fitted concentration of half-maximal effect; % is set by controls: 0 for no effect and ±100 for the full control effect
#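 Kinetic fluorescence screen: compound preincubated 15 min RT with 10 nM enzyme; 50 nM substrate (final) initiates; reads at 0/10 min.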
# ERG-DNA inh: blocks human ERG Ets domain binding to DNA. actives 0.028% (n = 370,000). P11308. Potency, µM (series often up to 76.9 µM), inactives show at the highest dose FP activity, negative = inhibition, usual class: inhibitors. fluorescence polarization, His-ERG Ets domain / labelled DNA; active = well fitted inhibition curve with a large enough effect in the polarisation, with a control signal flat; inconclusive = small, poorly fitted or top-dose-only effect, or effect the other way, or a change in a side signal; inactive = no such curve, though single readings can be large or run the other way; the % refers to the polarisation;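 note: polarization taken with two DNA probes labelled with fluorescein and Texas red; potency is the fitted concentration of half-maximal effect; % of control where 0% means no effect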
# Target sequence (P11308 whole entry, looked up, the tested form may be a part): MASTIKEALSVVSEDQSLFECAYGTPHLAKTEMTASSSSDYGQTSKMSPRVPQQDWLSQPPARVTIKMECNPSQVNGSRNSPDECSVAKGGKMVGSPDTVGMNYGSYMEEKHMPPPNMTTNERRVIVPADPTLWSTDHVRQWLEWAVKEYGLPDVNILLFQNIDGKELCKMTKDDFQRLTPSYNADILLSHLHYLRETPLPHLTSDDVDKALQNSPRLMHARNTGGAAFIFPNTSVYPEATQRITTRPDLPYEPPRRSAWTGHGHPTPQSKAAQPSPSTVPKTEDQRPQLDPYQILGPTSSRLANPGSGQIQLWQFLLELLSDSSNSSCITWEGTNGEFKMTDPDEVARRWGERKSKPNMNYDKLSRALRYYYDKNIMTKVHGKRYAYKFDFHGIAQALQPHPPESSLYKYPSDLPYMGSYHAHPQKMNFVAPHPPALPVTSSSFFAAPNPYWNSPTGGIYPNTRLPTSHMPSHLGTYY
#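 His-tagged ERG Ets domain (1 uM in the protein solution; 300mM KCl, 50mM Tris-HCl, 1mM EDTA, 1mM DTT, pH 7.5) received compound, then a probe mix of 5 nM fluorescein-DNA and 100nM Texas-615-DNA. Fluorescence polarization was read for both dyes.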
# TRHR agonist: activates the human TRH receptor | activation, % at 2 µM | P34981 | AID 493084 | actives 0.18% (n = 360,000) | TRHR cells, calcium flux fluo-8, FDSS agonist mode; in the data active = activation above about 30%; note: 0% is about no effect
# Target sequence (P34981 whole entry, looked up): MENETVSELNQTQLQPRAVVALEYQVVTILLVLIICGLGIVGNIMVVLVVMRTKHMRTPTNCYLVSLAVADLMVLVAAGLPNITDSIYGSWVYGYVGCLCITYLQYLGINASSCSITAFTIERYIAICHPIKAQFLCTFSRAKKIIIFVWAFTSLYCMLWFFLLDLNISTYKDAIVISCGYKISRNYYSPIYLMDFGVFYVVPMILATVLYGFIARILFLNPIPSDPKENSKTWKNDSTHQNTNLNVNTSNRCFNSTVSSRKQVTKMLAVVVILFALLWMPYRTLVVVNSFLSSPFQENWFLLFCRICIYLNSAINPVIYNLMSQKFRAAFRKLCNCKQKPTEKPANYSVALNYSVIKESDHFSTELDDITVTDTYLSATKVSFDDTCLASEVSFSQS
#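 TRHR-expressing cells loaded with fluo-8 calcium dye; 23 nL library compound pin-transferred, kinetic FDSS fluorescence (Ex 480/Em 530) recorded about 180 s for agonist-induced calcium release, before a 10 nM TRH EC20 addition for potentiator mode.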
# ALOX12 inh: inhibitors of human 12S-lipoxygenase ALOX12. P18054. purified 12hLO, xylenol orange hydroperoxide absorbance. Potency, µM (titrated, usually from 108 µM), for inactives: at the highest dose activity change, negative = inhibition, actives largely listed as inhibitors. actives 1.1% (n = 580,000). AID 1671190; note: potency is the fitted concentration of half-maximal effect; % is set by controls: 0 for no effect and ±100 for the full control effect
#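 Purified human 12hLO (150 nM final) in 25 mM Hepes, 0.01% Triton X-100, pH 7.0 was preincubated 15 min at room temperature with compound. Then 40 uM arachidonic acid was added, 30 min. Hydroperoxide was read by Fe-XO absorbance ratio 573/405 nm.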
# Anesthetic bind: candidate novel general anesthetic via apoferritin binding; P02791; apoferritin/1-aminoanthracene competitive binding, fluorescence; Potency, µM (series often up to 77.5 µM), without a hit: at the top dose activity change, negative = displacement, actives largely listed as inhibitors; actives 0.074% (n = 350,000); AID 485281; note: potency is the fitted concentration of half-maximal effect; % is set by controls: 0 for no effect and ±100 for the full control effect; nearly all actives have a fitted effect of over 20% in size
# Target sequence (P02791 2-175 limits assumed): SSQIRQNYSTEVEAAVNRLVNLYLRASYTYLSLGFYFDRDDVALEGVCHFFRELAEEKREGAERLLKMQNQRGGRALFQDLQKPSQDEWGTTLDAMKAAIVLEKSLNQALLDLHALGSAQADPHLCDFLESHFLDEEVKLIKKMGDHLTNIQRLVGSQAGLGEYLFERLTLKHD
#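 Horse-spleen apoferritin (10 uM) in 50% saturated 1-aminoanthracene in PBS was incubated 10 min at room temperature with compound. Fluorescence (ex 380, em 535 nm) was normalized to free and bound 1-AMA, with concentration-response fitted by a four-parameter Hill equation.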
# BLM helicase inh: inhibitors of human Bloom syndrome helicase BLM | P54132 | recombinant BLM DNA unwinding, fluorescence dequenching | Potency, µM (top dose mostly 56.1 µM), inactives show at the highest dose activity change, negative = inhibition, most hits filed as inhibitors | actives 0.2% (n = 350,000) | AID 2528;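 note: potency is the fitted concentration of half-maximal effect; plate controls were vehicle for no effect and no enzyme for full effect; nearly all actives have a fitted effect of over 35% in size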
# POLB inh: blocks human DNA polymerase beta activity; P06746; Pol beta primer extension/strand displacement, fluorescence kinetic; Potency, µM (doses to about 114 µM), for the others: at the top dose activity change, negative = inhibition, actives largely listed as inhibitors; actives 1.3% (n = 340,000); note: potency is the fitted concentration of half-maximal effect; % is set by controls: 0 for no effect and ±100 for the full control effect
#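 Preincubation: enzyme (10 nM) with compound, 15 min, RT. Reaction: substrate added to 50 nM final. Reads: 0 and 10 min. Analysis: normalized, Hill fit.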
# POLI inh: DNA polymerase iota (human) inhibition. Q9UNA4. Pol iota fluorescent replication assay, 10 min. Potency, µM (highest dose often 115 µM), for the others: at the highest dose activity, negative = inhibition, hits mostly inhibitors. actives 1% (n = 390,000); note: potency is the fitted concentration of half-maximal effect
#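 Fluorescent replication assay read twice, at 0 min and 10 min after adding 50 nM (final) substrate. Enzyme (10 nM) and compounds were first incubated 15 min at room temperature; enzyme-free buffer wells were negative controls.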
# * hit, by the source's call; u = inconclusive; x = not tested or not shown; & = joins results of further samples; [ ] = remark or other dose. Unless noted, calls come from the whole dose curve; as a rule, active = well fitted curve in the direction sought with a large enough effect; inconclusive = small, poorly fitted or top-dose-only effect, or another doubt; inactive = no such curve, though single readings can be large; an effect the other way counts as inactive or inconclusive. An excerpt. The share of hits here may be higher or lower than overall.
No. | structure | APEX1 inh | Pol kappa inh | ERG-DNA inh | TRHR agonist | ALOX12 inh | Anesthetic bind | BLM helicase inh | POLB inh | POLI inh
1 | COc1ccc(Cc2nc(-c3ccccc3)no2)cc1 | 8% | 0% | -21% | 0.0 | -24% | -5% | -6% | 3% | -9%
2 | CCc1ccc(NC(=O)CN(c2ccc(OC)cc2)S(=O)(=O)c2c(C)nn(C)c2C)cc1 | -1% | -15% | -11% | 3.6 | 9% | -5% | -4% | -25% | 5%
3 | O=C(c1ccc(S(=O)(=O)NCC2CCCO2)cc1)N1CCN(c2ccccc2)CC1 (centres undefined) | 0% | -4% | -3% | -0.5 | 4% | -13% | -3% | 11% | 14%
4 | Cc1cccc(N2CC(C(=O)OCC(=O)Nc3sccc3C(N)=O)CC2=O)c1C (centres undefined) | 10% | -6% | 9% | x | -16% | x | x | x | 0%
5 | O=C(OCc1ccc(F)cc1)c1cc(S(=O)(=O)N2CCCCC2)ccc1N1CCOCC1 | 10% | 3% | -4% | 0.1 | -21%&9% | x | x | x | 31%[activator]
6 | Cc1ccc(NC(=O)CN2C(=O)CCc3cc(S(=O)(=O)N4CCOCC4)ccc32)c(C)c1 | x | 1%[60.1 µM] | 0% | -0.7 | -19% | -4% | -1% | u | u
7 | CCCN1C2CCCC1CC(NC(=O)c1cc(OC)cc(OC)c1)C2 (centres undefined) | 0% | 4% | 0% | 0.6 | 14% | -12% | -12% | 30% | 58%[activator]
8 | CC(Oc1ccc2c(-c3ccccc3)cc(=O)oc2c1)C(=O)NCCN1CCOCC1 (centres undefined) | 58%[activator] | 2% | 7% | -0.2 | 10%&7% | 0% | 1% | 1% | 40%[activator]
9 | CCOC(=O)Cc1c(C)nc2c(C#N)c(C)nn2c1C | -2% | -3% | 6% | 0.6 | 0% | 4% | 0% | 22% | 10%
10 | CCOc1cc(NC(=O)C2CCCO2)c(OCC)cc1NC(C)=O (centres undefined) | -1% | -21% | -13% | -0.1 | 0% | 0% | -2% | -2% | 9%

# Records 8 through 10, reprinted for reference:
No. | structure | APEX1 inh | Pol kappa inh | ERG-DNA inh | TRHR agonist | ALOX12 inh | Anesthetic bind | BLM helicase inh | POLB inh | POLI inh
8 | CC(Oc1ccc2c(-c3ccccc3)cc(=O)oc2c1)C(=O)NCCN1CCOCC1 (centres undefined) | 58%[activator] | 2% | 7% | -0.2 | 10%&7% | 0% | 1% | 1% | 40%[activator]
9 | CCOC(=O)Cc1c(C)nc2c(C#N)c(C)nn2c1C | -2% | -3% | 6% | 0.6 | 0% | 4% | 0% | 22% | 10%
10 | CCOc1cc(NC(=O)C2CCCO2)c(OCC)cc1NC(C)=O (centres undefined) | -1% | -21% | -13% | -0.1 | 0% | 0% | -2% | -2% | 9%

# Later entries
No. | structure | APEX1 inh | Pol kappa inh | ERG-DNA inh | TRHR agonist | ALOX12 inh | Anesthetic bind | BLM helicase inh | POLB inh | POLI inh
11 | CCOc1ccc2nc(NC(=O)c3cccnc3)sc2c1 | -2% | -3% | -10% | 0.0 | -20% | -9% | -2% | 3% | 2%
12 | CC1CC(C)CN(C(=O)C2CCN(S(=O)(=O)c3cccs3)CC2)C1 (centres undefined) | 4%[12.4 µM] | 8% | 24% | 0.2 | 7% | 1% | -1% | -2% | 4%
13 | O=C(CSc1ccc(F)cc1)NCCc1ccc(Cl)cc1 | 33% | -8% | -4% | -0.5 | -16% | -12% | -2% | 21% | -15%
14 | CN1c2ccc([N+](=O)[O-])cc2C(C)(C)C12C=Cc1cc(C(=O)O)ccc1O2 (centres undefined) | 37% | -7% | 0% | 0.3 | -11% | -6% | -3% | -22% | u
15 | COC(=O)C1=C(Nc2ccc(C)cc2)C=C(C)C(C(=O)OC)C1c1cccc(OC)c1 (centres undefined) | -3% | -8% | -5% | 0.4 | u | 14% | -5% | -8% | 18%
16 | Cc1c(C(=O)OCC(=O)N(C)c2ccccc2)cccc1[N+](=O)[O-] | -7% | -3% | -3% | 0.6 | -2% | -23% | -1% | -1% | 15%
17 | COc1cnc(-c2ccccn2)nc1N(C)c1ccccc1 | 15% | 7% | 3% | -0.9 | -6% | 5% | 2% | 7% | 14%
18 | COc1ccccc1CNC(=O)COC(=O)c1ccc2c(=O)n3c(nc2c1)CCCCC3 | -13% | -10% | 1% | 1.3 | -22% | x | x | x | 21%
19 | O=C(CN1CCCCC1)Nc1ccc(S(=O)(=O)N2CCOCC2)cc1 | 0% | 1% | -1% | 0.8 | 19% | -13% | -3% | -6% | 28%
20 | Cc1ccc(C(=O)Nc2nccs2)cc1 | -1% | 6% | -1% | 0.0 | 0% | -8% | 1% | 21% | 153%[activator]
21 | COc1cccc2c(=O)c(C/C=C(/C)Cl)c(C)[nH]c12 | -4% | -3% | -1% | -1.1 | -17% | -2% | 3% | 5% | 6%
22 | c1coc(CN2CN=C(Nc3nc4ccccc4s3)NC2)c1 | -3% | -1% | 5% | 2.3 | u | -4% | -5% | 13% | 13%
23 | COC(=O)c1ccc(NC(=O)CCOc2ccccc2)cc1 | 0% | -9%&-9% | -2%&1% | 0.2&-0.7 | 2%&-11% | -7%&-12% | 2%&-2% | 4%&40% | 42%[activator]
24 | CC(C)c1ccc(NC2CCCN(C(=O)CN3CCCC3=O)C2)cc1 (centres undefined) | 23% | -5% | -4% | 1.2 | 2% | -13% | -5% | 26% | 34%[activator]
25 | CC(C)CCOP(=O)(c1ccc(N(C)C)cc1)C(Nc1ccccc1)c1ccc(N(C)C)cc1 (centres undefined) | 4% | 5% | 4% | -1.1 | u | -6% | -5% | 15% | -12%
26 | CCOC(=O)N1CCC(=NNC(=O)Cn2ccc(C(F)(F)F)n2)CC1 | -1% | 0% | -3% | -1.1 | 18% | -22% | -7% | -1% | 83%[activator]
27 | OCC1(Cc2ccccc2)CCCN(Cc2cn[nH]c2-c2ccccc2)C1 (centres undefined) | 4% | -5% | -4% | 1.2 | 6% | -14% | 3% | -1% | -2%
28 | COc1ccc(C)cc1NC(=O)CSc1nnc(-c2ccc(Br)cc2)o1 | 12% | -4% | x | -0.2 | 0%[57.4 µM] | -8% | -1% | 81% | 31%[activator]
29 | CS(=O)(=O)N(CC(O)Cn1c2ccccc2c2ccccc21)c1cccc2ccccc12 (centres undefined) | -7% | -5% | -1% | 0.4 | 411%[activator] | 0% | -17% | -1% | u
30 | O=C(CSc1ccc(-c2ccccc2)nn1)NC1CCCC1 | 12% | -7% | 11% | 0.0 | 28% | -2% | -3% | 39% | 14%

# Following part.
nr	SMILES	APEX1 inh	Pol kappa inh	ERG-DNA inh	TRHR agonist	ALOX12 inh	Anesthetic bind	BLM helicase inh	POLB inh	POLI inh
31	Cc1cccc(OCC(=O)NCc2n[nH]c(=O)c3ccccc23)c1	-1%	-4%	4%	-0.6	13%	x	x	x	27%
32	C=CCn1c(SCC(=O)c2[nH]c(C)c(C(C)=O)c2C)nnc1-c1ccncc1	2%	2%	1%	-0.3	0%	-13%	-2%	-8%	-16%
33	Nc1nc(SCC(=O)NN(c2ccccc2)c2ccccc2)n[nH]1	0%	11%	7%	0.1	-9%	-7%	-5%	u	23%
34	O=C(NC1CCCCC1)c1ccc(CS(=O)Cc2ccc(Cl)cc2)o1 (centres undefined)	27%	4%	-14%	-0.1	-9%	-3%	0%	4%	39%[activator]
35	CC(C)CC(C(=O)NC1CCCCC1)N(Cc1cccs1)C(=O)c1snc(C(N)=O)c1N (centres undefined)	-5%	-13%	26%	-1.1	-14%	-18%	-9%	-2%	8%
36	COC(=O)c1ccc(C)c(NC(=O)CN(c2cc(OC)ccc2OC)S(C)(=O)=O)c1	12%	-9%	9%	-0.1	5%	-8%	-3%	12%	-4%
37	Cc1cccc(N(CC(O)CN2CCCC2)S(=O)(=O)c2ccccc2)c1 (centres undefined)	-10%	-5%	0%	1.6	-3%	1%	-2%	7%	50%[activator]
38	Cc1cccn2c(CNCCc3ccccn3)c(C(=O)N3CCOCC3)nc12	58%[activator]	-2%	u	-1.0	0%	1%	-1%	6%	-3%
39	CCn1c(CC(=O)Nc2ccc(F)cc2)nnc1SCC(=O)N1CCOCC1	-10%	-11%	-12%	-1.4	0%	-2%	1%	u	28%
40	COc1cccc(Nc2ncccc2C(=O)Nc2ccccc2)c1	-5%	-21%	0%	2.2	0%	u	-11%	-14%	4%
41	Cc1ccccc1NC(=O)C1=CC=CN2CCS(=O)(=O)N=C12	5%	-10%	-24%	0.0	280%[activator]	x	x	x	-4%
42	O=[N+]([O-])c1cc(/C=N/n2c(-c3ccncc3)n[nH]c2=S)ccc1Cl	-15%	u	2%	-1.2	-28%	-15%	-28%	2.5µM*	13µM*
43	Cc1sc(C2C(C#N)=C(N)N(c3ccc(Cl)cc3)C3=C2C(=O)CCC3)cc1CN1CCOCC1 (centres undefined)	x	-9%[60.1 µM]	1%	1.1	-1%	-18%	-6%	-21%	22%
44	O=C(COC(=O)c1ccc2ccccc2n1)NC1CCCCC1	3%	5%	3%	0.1	-17%	x	x	x	11%
45	CCOc1ccc(NS(=O)(=O)c2ccc(NC(=O)N3CCCC3)cc2)cc1	x	-6%[60.1 µM]	0%	1.0	-19%	1%	-3%	14%	-6%

# Structures from the list above that have two or more sulfur atoms (two):
nr	SMILES	APEX1 inh	Pol kappa inh	ERG-DNA inh	TRHR agonist	ALOX12 inh	Anesthetic bind	BLM helicase inh	POLB inh	POLI inh
12	CC1CC(C)CN(C(=O)C2CCN(S(=O)(=O)c3cccs3)CC2)C1 (centres undefined)	4%[12.4 µM]	8%	24%	0.2	7%	1%	-1%	-2%	4%
35	CC(C)CC(C(=O)NC1CCCCC1)N(Cc1cccs1)C(=O)c1snc(C(N)=O)c1N (centres undefined)	-5%	-13%	26%	-1.1	-14%	-18%	-9%	-2%	8%

# Bioassay records as filed in PubChem BioAssay.
